Bioassay records: PubChem, Southern Research Specialized Biocontainment Screening Center
H1N1 NS1A inhibition: H1N1 influenza NS1A inhibitors, functional cell based assay (AID 504329). 0.3% of 340,000 active. NS1A functional cell-based assay, percent inhibition; higher % means a stronger effect. one-dose inhibition, % at 12.5 µM; IC50 in µM for titrated hits; in the data active = a potency from the dose series; inconclusive = inhibition above about 27% without an active follow-up result; also: strong numbers were not always called active
inhibitors of VEEV: inhibitors of VEEV TC-83 cytopathic effect, confirmation, Vero cells (AID 588727). 0.13% of 350,000 active. one-dose inhibition, % at 20 µM; IC50 in µM for titrated hits. Vero cells, VEEV TC-83 cytopathic effect inhibition; higher % means a stronger effect; in the data active = a potency from the dose series; inconclusive = inhibition mostly from about 14% at the one dose, without a potency; inactive = the rest, 99 in 100 with inhibition below about 12%; also: strong numbers were not always called active
tuberculosis growth: growth inhibition of non-replicating M. tuberculosis (AID 488890) | Mycobacterium tuberculosis non-replicating, growth inhibition; higher % means a stronger effect | inhibition, % at 25 µM, or IC50 in µM where a hit was titrated | 0.39% of 320,000 active; in the data active = a potency from the dose series; inconclusive = inhibition mostly from about 82% at the one dose, without a potency; inactive = the rest, 99 in 100 with inhibition below about 76%;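 also: plate controls were DMSO cells for no effect and high antibiotic wells for full effect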
Salmonella PhoP GFP: PhoP regulon inhibitors, Salmonella typhi PhoP promoter GFP reporter, confirmatory (AID 1850) | Salmonella Typhi PhoP-promoter GFP reporter, fluorescence, 4 h; higher % means a stronger effect | inhibition, % at 50 µM, or IC50 in µM where a hit was titrated | 0.33% of 310,000 active; in the data active = a potency from the dose series; inconclusive = inhibition mostly from about 25% at the one dose, without a potency; inactive = the rest, 99 in 100 with inhibition below about 19%;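 also: 0% = induced wells with vehicle and 100% = uninduced wells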
H37Rv inhibition: M. tuberculosis growth inhibition, HTS (AID 449762) | inhibition, % at 25 µM, or IC50 in µM where a hit was titrated | M. tuberculosis H37Rv growth inhibition, 7H9 media; higher % means a stronger effect | 0.59% of 330,000 active; in the data active = a potency from the dose series; inconclusive = inhibition above about 70% without an active follow-up result;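 also: bacterial growth assessed after seven days of incubation; strong numbers were not always called active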
inhibitors of VEEV 10K pilot screen: further read-out of inhibitors of VEEV, marked with its call; inhibition, %; measured here: 10K pilot screen inhibition
Active calls of the source: *; i = inactive; ? = inconclusive; nt = not tested or not shown.

SMILES | H1N1 NS1A inhibition | inhibitors of VEEV | tuberculosis growth | Salmonella PhoP GFP | H37Rv inhibition | others
Cc1cccc(C)c1NC(=O)NCCCN1CCN(c2ccccc2)CC1 | -6% | i | 2% | 12% | -6%
COc1ccc([N+](=O)[O-])cc1NC(=O)c1ccco1 | 3% | 8.1% | 13% | 5% | -7%
COc1ccc(C2Nc3ccccc3NC3=C2C(=O)CC(C)(C)C3)cc1OC (centres undefined) | -6% | 0.7% | 13% | -1% | -9%
CCC(C)NCCOCCOc1ccc(Cl)c2ccccc12 (centres undefined) | 0% | i | 76% | 18% | 34%
c1coc(-c2ccnc(-n3cccc3)n2)c1 | -3% | 0.3% | 4% | 4% | 0%
CCCCOP(=O)(OCCCC)C(O)c1ccc(Br)cc1 (centres undefined) | -4% | 0.2% | 10% | -8% | 7%
CC(C)C(=O)Nc1ccc(O)c(-c2csc(N)n2)c1 | -21% | 3.6% | -6% | -6% | -5%
CN1CCC(OC(=O)c2cc3cc(Br)ccc3oc2=O)CC1 | -2% | 0.5% | 14% | 6% | 11%
CC(=O)Nc1ccc(NC(=O)Nc2cccc(Cl)c2)cc1 | -6% | 0.2% | -10% | 0% | 1%
Nc1c(C(=O)NCCN2CCOCC2)c2nc3ccccc3nc2n1-c1ccc2c(c1)OCO2 | -4% | 11% | 6% | 1% | -2%
Cc1ccc(NC(=O)c2c([N+](=O)[O-])c(C(C)(C)C)nn2C)cc1 | -2% | 1.8% | 47% | -4% | -4%
COC(=O)c1cc(S(=O)(=O)N2CCOCC2)c(N2CCOCC2)cc1N1CCOCC1 | -1% | 1.3% | nt | nt | nt
Cc1nc2c(sc3nc(N4CCOCC4)c4c(c32)CC(C)(C)OC4)c(-c2ccc(Cl)cc2)c1C(=O)O | -3% | 9.7% | 29% | -2% | ?
CC(C)C(c1nnnn1Cc1ccccc1)N(Cc1ccco1)Cc1cccs1 (centres undefined) | -4% | 1.0% | 20% | 1% | 4% | inhibitors of VEEV 10K pilot screen=1.1
COc1ccc(NC(=S)N2CCc3ccccc3C2)cc1OC | -7% | 2.3% | 3% | 0% | 4%
Clc1ccc(-c2ncc3ccccn23)c(Cl)c1 | 7% | 0.3% | 26% | 2% | -2%
CCOC(=O)CC(NC(=O)c1ccco1)c1ccc(C)cc1 (centres undefined) | 0% | 1.9% | -8% | 1% | -4%
C/C(Nc1ccccc1)=C(/C#N)C(N)=O | 4% | 2.8% | -3% | 0% | -5%
CC(CNC(=O)c1ccc(C#N)cc1)NC(=O)c1ccc(C#N)cc1 (centres undefined) | -2% | 0.9% | 3% | 8% | -1%
CCC(C)NC(=O)CSc1nc2scc(-c3ccccc3)c2c(=O)[nH]1 (centres undefined) | -3% | 0.6% | 6% | -6% | 1%
CC(c1ccccc1)n1c(SCC(=O)Nc2ccccc2)n[nH]c1=O (centres undefined) | 2% | i | -14% | 4% | 1%
O=C(NCCC1=CCCCC1)C(=O)NCc1ccccc1 | -3% | 0.3% | 77% | -2% | 7%
CCCOC(=O)C1[C@H]2C(=O)N(CC3CCCO3)C[C@]23C=C[C@H]1O3 (some centres undefined) | 0% | 0.3% | 12% | -8% | -4%
O=C1NCCNC1(c1c[nH]c2ccccc12)C(F)(F)F (centres undefined) | 0% | i | -1% | 1% | 2% | inhibitors of VEEV 10K pilot screen=0.0
CN1C(C(=O)Nc2ccc(OC(F)(F)F)cc2)=CC(c2cccs2)=NS1(=O)=O | 6% | 3.2% | 12% | -3% | 4%

Part of the list above in order of molar mass, descending:
SMILES | H1N1 NS1A inhibition | inhibitors of VEEV | tuberculosis growth | Salmonella PhoP GFP | H37Rv inhibition | others
COC(=O)c1cc(S(=O)(=O)N2CCOCC2)c(N2CCOCC2)cc1N1CCOCC1 | -1% | 1.3% | nt | nt | nt
CC(=O)Nc1ccc(NC(=O)Nc2cccc(Cl)c2)cc1 | -6% | 0.2% | -10% | 0% | 1%
c1coc(-c2ccnc(-n3cccc3)n2)c1 | -3% | 0.3% | 4% | 4% | 0%

Next part.
SMILES | H1N1 NS1A inhibition | inhibitors of VEEV | tuberculosis growth | Salmonella PhoP GFP | H37Rv inhibition | others
CC(=O)Nc1cccc(Oc2ncnc3scc(-c4ccccc4)c23)c1 | 7% | 11% | 20% | -7% | 17%
Nc1nonc1-n1nnc(C(=O)N/N=C/c2cc(Br)cs2)c1-c1ccccc1 | 4% | 1.2% | 2% | 5% | -3%
CCOC(=O)N1CCC(NC(=O)c2ccc(CS(=O)c3ccc(Cl)cc3)o2)CC1 (centres undefined) | -2% | 1.0% | 12% | -3% | 5%
CC(=O)Nc1ccc(NC(=O)CN2C(=O)COc3ccc(S(=O)(=O)N4CCOCC4)cc32)cc1 | -1% | i | -14% | 5% | -4%
NC(=O)N=Nc1c(O)[nH]c2c(Br)cc(Br)cc12 | nt | nt | -5% | -2% | 0%
Cc1cc2cc3c(cc2nc1SCc1ccc(C(=O)O)cc1)OCCO3 | -1% | 1.8% | 35% | -7% | -32%
C/C(=N\OCC(=O)Nn1c(C)nc2ccccc2c1=O)c1ccccc1 | -8% | 0.9% | -17% | -3% | -7%
NC(=O)c1ccccc1NC(=O)c1cc(S(=O)(=O)N2CCCCC2)ccc1N1CCOCC1 | -8% | 2.0% | -1% | nt | -6%
CCN(CC)CCCN1C(=O)C(=O)/C(=C(/O)c2ccc(C)cc2)C1c1ccccn1 (centres undefined) | -1% | 2.2% | -4% | 6% | 4%
Cc1ccc(NC(=O)c2ccc3ncsc3c2)cc1S(=O)(=O)N(C)C | nt | nt | 31% | -18% | 5%
Cc1ccc(C(=O)Nc2ccc(F)cc2F)o1 | 0% | 1.9% | 47% | 1% | 7%
CCN(CC)c1ccc(NC(=O)Cn2ncc3c(C)n(Cc4ccccc4F)c(C)c3c2=O)c(C)c1 | -1% | 2.1% | 14% | 2% | -10%
CC(Sc1sc(=S)sc1SC(C)C(=O)O)C(=O)O (centres undefined) | -11% | 2.0% | 77% | -3% | 6%
CN(CC(=O)NC1CCCCCC1)S(=O)(=O)c1ccc2c(c1)n(C)c(=O)c(=O)n2C | -2% | 0.5% | -20% | 4% | -1%
CN(C)C(CNC(=O)c1ccc2c(c1)S(=O)(=O)c1ccccc1C2=O)c1ccco1 (centres undefined) | -7% | 6.3% | 1% | -12% | 1%
COc1cccc(N2CCN(S(=O)(=O)c3ccc4c(c3)NC(=O)CS4)CC2)c1 | 8% | 0.1% | 4% | 7% | 1%
COc1ccc(C2C(C(=O)c3sc(C)nc3C)=C(O)C(=O)N2CCN(C)C)cc1 (centres undefined) | 7% | i | 8% | -9% | 1%
Cc1ccc([N+](=O)[O-])cc1NC(=O)Nc1cccc(F)c1 | 8% | 0.5% | nt | nt | nt
CCOC(=O)c1ccc(NC(=O)C(=O)NCc2ccncc2)cc1 | -2% | 0.2% | 0% | 5% | ?
Cc1ccc(-n2nnc(-c3cccnc3)n2)cc1 | -9% | 0.6% | 0% | -13% | 7%
CCCCN(C(=O)CCC(=O)Nc1cc(C)on1)C(C(=O)NC1CCCC1)c1ccccc1OCC (centres undefined) | 5% | 0.1% | 16% | 5% | -4%
CCN(CC)CCN1C(=O)C(O)=C(C(C)=O)C1c1ccc(OC)c(OC)c1 (centres undefined) | 10% | 1.0% | -7% | -3% | -11%
COc1cc2c(c(O)c1OC)-c1c(cc(OC)c(OC)c1OC)C[C@@H](C)[C@@H](C)C2 | 1% | 0.2% | -17% | 9% | 3%
Cc1cc(C)c(S(=O)(=O)N(C)CC(=O)NCc2cccnc2)c(C)c1 | -3% | i | -9% | -8% | 7%
Cc1ccc(CCNC(=O)C2CC(c3cccc(F)c3)=NO2)cc1 (centres undefined) | -10% | 0.8% | 18% | 0% | 1%

Of the compounds above, 2 contain a cyano group.
SMILES | H1N1 NS1A inhibition | inhibitors of VEEV | tuberculosis growth | Salmonella PhoP GFP | H37Rv inhibition | others
C/C(Nc1ccccc1)=C(/C#N)C(N)=O | 4% | 2.8% | -3% | 0% | -5%
CC(CNC(=O)c1ccc(C#N)cc1)NC(=O)c1ccc(C#N)cc1 (centres undefined) | -2% | 0.9% | 3% | 8% | -1%

The results go on:
SMILES | H1N1 NS1A inhibition | inhibitors of VEEV | tuberculosis growth | Salmonella PhoP GFP | H37Rv inhibition | others
Cc1ccc(S(=O)(=O)NC(=O)Nc2cc(C)on2)cc1 | 1% | i | -20% | 7% | -12%
Cc1ccc(N2C(=O)CC(C)(C)CC2=O)cc1Cl | -2% | 1.4% | 9% | -6% | -1%
Cc1ccc(S(=O)(=O)NCC(c2ccco2)S(=O)(=O)c2ccccc2)cc1 (centres undefined) | -8% | 7.1% | 32% | 7% | 3%
COc1ccc(NC(=O)CSc2nc3ccc(Nc4nc(N5CCOCC5)nc(N5CCOCC5)n4)cc3s2)cc1 | 4% | 1.2% | 6% | -1% | 9%
CC#CC(=O)N1CCCC(C(=O)c2ccc(SC)cc2)C1 (centres undefined) | -13% | i | 12% | -4% | 1%
NC(=O)/C=C\C(=O)Nc1cccc(C(F)(F)F)c1 | -1% | 0.7% | 33% | 7% | -9%
Clc1ccc(OCc2nn3c(C4CCCCC4)nnc3s2)cc1 | 0% | 0.8% | 72% | -1% | -11%
Cc1ccc(C(C(=O)NC(C)(C)C)N(Cc2ccccc2)C(=O)c2snc(C(N)=O)c2N)o1 (centres undefined) | -49% | 6.0% | -2% | -4% | -7%
COc1ccc(N2CC(C(=O)Nc3cc(C(F)(F)F)ccc3N3CCCC3)CC2=O)c(OC)c1 (centres undefined) | -4% | 11% | 2% | 1% | -2%
Cc1nc(-c2ccc(C(=O)Nc3cccc(F)c3)cc2)cs1 | -4% | 0.2% | 33% | -10% | 4%
Cc1ccc(S(=O)(=O)N2CCC(C(=O)N3CCC[C@H]3C(=O)NCc3ccco3)CC2)cc1 | 3% | 1.5% | 21% | 9% | -5%
O=C1C(=O)N(Cc2cccnc2)C(c2cccc(O)c2)/C1=C(\O)c1ccc2c(c1)OCCO2 (centres undefined) | 7% | 1.4% | 3% | 2% | -2%
CCCC(=O)Nc1nnc(Sc2ccc(N(C)C)cc2)s1 | 11% | 1.5% | 1% | 1% | -8%
O=C(CSc1nccc(=O)[nH]1)Nc1ccc(Br)c(Cl)c1 | -22% | i | 68% | 5% | ?
CCCCNC(=O)COC(=O)c1c2c(nc3ccccc13)/C(=C\c1cccs1)CC2 | -24% | 13% | nt | nt | nt
Cc1cc(/C=N/NC(=O)CC#N)c(C)n1-c1ccc([N+](=O)[O-])cc1 | -1% | 0.3% | 16% | -8% | 31%
COc1cccc(N2CCN(C(=S)Nc3ccccc3OC)CC2)c1 | -13% | 0.5% | -12% | 6% | 7%
O=C(Nc1ccc2c(c1)OCO2)N1CCN(C/C=C/c2ccccc2)CC1 | 5% | 1.8% | 22% | 3% | 2% | inhibitors of VEEV 10K pilot screen=0.5
CC(=O)C1=C(Nc2ccc(C)cc2)CC(C)(O)C(C(C)=O)C1c1ccco1 (centres undefined) | 0% | 4.5% | 46% | -12% | 2%
Cc1ccc2nc(SCC(=O)N3CCCc4ccccc43)nc(=O)n2c1 | -10% | 2.1% | nt | nt | nt
COc1ccc(NC(=O)CSc2ccc3nnc(-c4ccccn4)n3n2)cc1 | -3% | 0.6% | 6% | -1% | 1%
O=C(O)CC(c1cccc(Cl)c1)n1cccc1 (centres undefined) | 3% | 0.2% | -3% | 0% | -1%
O=C(N/N=C\c1coc2ccccc2c1=O)c1ccco1 | 2% | 3.1% | -7% | 8% | -5%

By substructure, the entries above containing a COOH group
SMILES | H1N1 NS1A inhibition | inhibitors of VEEV | tuberculosis growth | Salmonella PhoP GFP | H37Rv inhibition | others
Cc1nc2c(sc3nc(N4CCOCC4)c4c(c32)CC(C)(C)OC4)c(-c2ccc(Cl)cc2)c1C(=O)O | -3% | 9.7% | 29% | -2% | ?
Cc1cc2cc3c(cc2nc1SCc1ccc(C(=O)O)cc1)OCCO3 | -1% | 1.8% | 35% | -7% | -32%
CC(Sc1sc(=S)sc1SC(C)C(=O)O)C(=O)O (centres undefined) | -11% | 2.0% | 77% | -3% | 6%
O=C(O)CC(c1cccc(Cl)c1)n1cccc1 (centres undefined) | 3% | 0.2% | -3% | 0% | -1%
